Compound activity (PubChem)
MEX-5 binding: C. elegans MEX-5 TCR-2 RNA binding activity. Q9XUB2. MEX-5/FITC-TCR2 RNA binding, fluorescence polarization; active compounds read low. activity score (negative = inhibition of binding), % at 10 µM. 300,000 compounds, 0.38% hits;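 active means inhibition past about -25% in most replicates, and total fluorescence under double the plate's negative control median, limit read from the data; inconclusive means replicates evenly split on the limit, or fluorescence at least double controls; inactive means too little inhibition in most replicates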;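 further: 0% = DMSO and -100% = 5 µM competing unlabeled TCR2 RNA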
Target sequence (Q9XUB2 whole entry, looked up): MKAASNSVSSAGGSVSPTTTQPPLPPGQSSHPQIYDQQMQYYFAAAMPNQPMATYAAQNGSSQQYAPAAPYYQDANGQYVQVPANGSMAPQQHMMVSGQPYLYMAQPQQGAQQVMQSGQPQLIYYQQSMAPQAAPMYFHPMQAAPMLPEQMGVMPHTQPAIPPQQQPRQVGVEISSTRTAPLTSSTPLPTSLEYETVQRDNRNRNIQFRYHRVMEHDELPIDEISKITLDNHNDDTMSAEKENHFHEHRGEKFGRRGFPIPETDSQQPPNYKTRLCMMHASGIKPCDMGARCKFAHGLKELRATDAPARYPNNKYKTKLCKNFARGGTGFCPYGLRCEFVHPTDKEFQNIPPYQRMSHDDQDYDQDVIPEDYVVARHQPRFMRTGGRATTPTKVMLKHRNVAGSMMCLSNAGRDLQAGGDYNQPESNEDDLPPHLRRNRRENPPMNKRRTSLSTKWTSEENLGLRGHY
* hit, by the source's call; u = inconclusive.

Start of the listing, in advance, five compounds:
SMILES	MEX-5 binding
COc1cccc(N2CC(C(=O)NCc3n[nH]c(=O)c4ccccc34)CC2=O)c1 (stereo not given)	-2.0
COC(=O)c1sc(NC(=O)c2ccoc2C)nc1C	0.4
O=c1cc2c(=O)oc3cc(O)c(O)oc3c2c(O)c1O	-84*
COc1ccc(/C=N/NC(=O)c2cc3c(ccc4ccccc43)o2)c(OC)c1	1.2
O=C(c1ccc2c(c1)OCO2)[C@@H]1[C@@H]2C(=O)N(C3CCCCC3)C(=O)[C@@H]2C2c3ccccc3C=CN21 (stereo not given in full)	0.3

Main list (from the top)
SMILES	MEX-5 binding
COc1cccc(N2CC(C(=O)NCc3n[nH]c(=O)c4ccccc34)CC2=O)c1 (stereo not given)	-2.0
COC(=O)c1sc(NC(=O)c2ccoc2C)nc1C	0.4
O=c1cc2c(=O)oc3cc(O)c(O)oc3c2c(O)c1O	-84*
COc1ccc(/C=N/NC(=O)c2cc3c(ccc4ccccc43)o2)c(OC)c1	1.2
O=C(c1ccc2c(c1)OCO2)[C@@H]1[C@@H]2C(=O)N(C3CCCCC3)C(=O)[C@@H]2C2c3ccccc3C=CN21 (stereo not given in full)	0.3
Cc1ccc2oc(C(=O)N(Cc3ccccc3)C3CCS(=O)(=O)C3)c(C)c2c1 (stereo not given)	0.6
CC1=C(C(=O)Nc2cccc(C)n2)C(c2ccc3c(c2)OCO3)C2=C(CC(c3ccco3)CC2=O)N1 (stereo not given)	-2.0
CC(C)c1cc(C(C)C)c(S(=O)(=O)N2c3ccccc3[C@]3(Br)C[C@H]4C(=O)N[C@@H](Cc5ccccc5)C(=O)N4[C@H]23)c(C(C)C)c1	-2.1
Cc1ccc(C)c(SCC(=O)OC/C(O)=C(\C#N)c2nc3ccccc3[nH]2)c1	-0.1
CC(=O)Nc1cccc(NC(=O)c2ccc(COc3ccccc3)cc2)c1	1.0
COC(C[C@@H](O)C[C@@H](O)COCc1ccccc1)OC	0.8
Cc1ccc(CNC(=O)c2ccc3nc4[nH]c5ccccc5c4nc3c2)cc1	-1.3
CCOC(=O)c1cn(-c2ccc(F)c(F)c2)c2c(F)c(F)c(F)c(F)c2c1=O	1.0
Cc1cccc(-n2c(=O)c3c4c(sc3n3c(=S)[nH]nc23)CCC4)c1	-0.8
CC[n+]1c(/C=C2\Sc3ccccc3N2C)ccc2cccc(C)c21	u
N#C[C@H]1[C@H](c2ccccc2)[C@](C#N)(C(=O)c2ccccc2)[C@@H]2C=Cc3ccccc3N21	-14
COc1ccc(-c2csc(NC(=S)NC(=O)c3cccs3)n2)cc1OC	1.0
CN1C(=O)COc2ccc(C(=O)c3oc4ccccc4c3-c3cnc4c(c3)COc3ccccc3-4)cc21	0.7
O=C(C1CCC(=O)N(C2CC2)C1)N1CCC(Oc2cccc(C(F)(F)F)c2)CC1 (stereo not given)	2.5
CCCCCCCCNC(=S)NCCN1CCCCC1	1.0
O=C(c1ccc(Cn2cc([N+](=O)[O-])cn2)o1)N1CCCC1	-1.3
Cc1ccccc1Oc1nnc(-c2cccs2)c2ccccc12	2.7
CC(O)C(=O)N/N=C/c1cccc2ccccc12 (stereo not given)	3.2
O=C(NCc1cccc(Cl)c1)C1CCC(=O)N(CCCN2CCOCC2)C1 (stereo not given)	1.8
CN1CCN(c2ccc([N+](=O)[O-])cc2/C=N/NC(=O)c2ccc(F)cc2)CC1	0.4
COc1ccc(CCNC(=O)Cn2c(=O)n(-c3ccc(F)cc3)c(=O)c3sccc32)cc1OC	-0.1
CN(C)S(=O)(=O)c1ccc(Cl)c(NC(=O)CSc2nnnn2-c2ccc(O)cc2)c1	-0.1
O=C(O)CCc1cc(I)c(Oc2ccc(O)c(I)c2)c(I)c1	-1.3
CCN(C(=O)c1cccs1)C1CCS(=O)(=O)C1 (stereo not given)	0.7
Cc1ccn(CC(=O)N2CCCC(N3CCN(c4ccc(F)cc4)CC3)C2)n1 (stereo not given)	-0.5
COc1cccc(NC(=O)CSc2nnc3ccc(-c4ccncc4)nn23)c1	-1.1
Cn1ncc(Cl)c1C(=O)N1CCN(C(=O)c2ccco2)CC1	0.1
Nc1ccccc1Nc1cc(-c2ccccc2)[nH]n1	0.4
O=C(Cn1ncc(Cl)c(Cl)c1=O)N1CCN(Cc2ccccc2)CC1	-0.9
Cc1ccccc1-n1ncc2c1CC(C)(C)CC2NC(=O)CCn1cncn1 (stereo not given)	-3.6
COc1ccc(S(=O)(=O)N(CC(=O)N2CCN(C)CC2)c2ccc(C)cc2)cc1Br	-1.4
Cc1cccc(C(=O)C2CCN(S(=O)(=O)c3cccc(C(=O)O)c3)CC2)c1	-0.7
CCCCC(CC)Cn1c2nc3ccccc3nc2c2c(=N)oc(C)nc21 (stereo not given)	-7.8
COc1ccc(C(=O)n2ncc(C#N)c2N)cc1	2.2
COc1ccc(-c2cc3ncc(-c4ccccc4)c(N)n3n2)cc1	-3.7
Cc1ccc2nc(-c3ccccn3)cc(C(=O)NC3CCN(C)CC3)c2c1	-6.1
O=C1OC(c2cccs2)=N/C1=C\c1ccc(-c2ccccc2Cl)o1	1.8
CCOc1cccc2c1OC1(C)CC2NC(=O)N1Cc1ccccc1 (stereo not given)	-0.6
O=C(N/N=C1/CC2C=CCC12)c1cccs1 (stereo not given)	-2.0
N#CC1=C(N)Oc2ccc3ccccc3c2C1c1cccnc1 (stereo not given)	-0.9
O=C(Cc1csc(N2CCOCC2)n1)N/N=C/c1ccc(O)c(O)c1O	-19
Cc1cc(C)c2cc(CN(CCO)Cc3nnnn3Cc3ccc(F)cc3)c(=O)[nH]c2c1	2.4
CCC(C)NC(=O)CSc1nc2cc3c(cc2c(=O)n1Cc1ccco1)OCO3 (stereo not given)	2.1
COC(=O)c1cn(C)c2ccc(S(=O)(=O)N3CCCCC3)cc2c1=O	-2.3
COc1ccc(/C=N/Nc2nc3ccccc3s2)cc1O	-1.5
Cc1nc2nc3c(cn2n1)C(=O)CC(c1ccccc1)C3 (stereo not given)	-0.6
CCOc1ccc(CN2CCNC(=O)C2CC(=O)NCc2csc(C(C)C)n2)cc1 (stereo not given)	0.1
CCSc1nnc(NC(=O)c2cc(-c3ccc(C)c(C)c3O)n[nH]2)s1	0.5
COC(C[C@@H](O)[C@@H](C)[C@H](O)COCc1ccccc1)OC	1.9
CCOc1ccccc1N(CC(=O)N1CCOCC1)S(=O)(=O)c1ccc(SC)cc1	-2.6
Cc1ccc(-c2nnc3c4ccccc4c(C)nn23)cc1NC(=O)CN1CCOCC1	1.0
CCN(CC)c1ccc(/C=c2\sc3nc4ccccc4n3c2=O)c(O)c1	-10
COC(=O)c1cc(-c2ccccc2)sc1NC(=O)c1cc(C)on1	-4.1
COc1ccccc1-c1c(C)oc2c(CN3CCN(CCO)CC3)c(O)ccc2c1=O	-2.7
Oc1c(C2=NCCNC(C(F)(F)F)=C2)ccc2ccccc12	1.0
The results go on:
SMILES	MEX-5 binding
Nc1ccc(-c2cn3cccnc3n2)cc1	0.6
COCCNC(=O)/C(C#N)=C/c1ccc(OC(=O)c2cccs2)c(OC)c1	-1.4
CCOc1ccc(C2C(C(=O)c3ccco3)=C(O)C(=O)N2CCCn2ccnc2)cc1 (stereo not given)	5.2
CN(C)CC(CCC(CN(C)C)C(=O)c1ccccc1)C(=O)c1ccccc1 (stereo not given)	-1.9
CCCCCCN(C(=O)CCCCCN1C(=O)NC(c2ccc(-c3ccccc3)cc2)C(C(=O)OCc2ccccc2)=C1C)C(C(=O)NCCCC)c1cccc(C(=O)OC)c1 (stereo not given)	4.1
Cc1ccccc1NC(=S)NNC(=O)c1ccco1	-0.4
COc1ccc(NC(=O)CC(C)=O)c(OC)c1	1.6
CCC12CCCN3CCC4(C(=C(C(=O)OC)C1)Nc1ccccc14)C32 (stereo not given)	-0.7
O=C(CN1CCCN(S(=O)(=O)c2ccc(Br)cc2)CC1)Nc1ccc2c(c1)OCO2	-0.3
Cc1ccc(S(=O)(=O)N2CCC(C)CC2)cc1[N+](=O)[O-]	0.7
O=C(NC1CC1)c1cc(-c2ccco2)nc2ccccc12	-0.1
Cn1cc(C(=O)CCl)c2ccccc21	-0.8
CCOc1ccc2nc(SCC(=O)NC(=O)C(C)C)sc2c1	-0.6
CC(=O)N/C(=N\c1nc(C)cc(C)n1)Nc1ccccc1Cl	1.5
Cc1cc(NC(=S)N(Cc2cccc(Br)c2)CC2CCC(C(=O)O)CC2)ccc1Cl (stereo not given)	1.2
CCn1nc(CC(=O)Nc2nnc(CC(=O)N3CCCCC3)s2)c2ccccc2c1=O	-0.1
COc1cc(/C=C2\COC/C(=C\c3cc(OC)c(OC)c(OC)c3)C2=O)cc(OC)c1OC	-2.3
CC/C(Cc1ccccc1)=N/NC(=O)CNC(=O)c1ccc(Cl)cc1Cl	-0.7
Cc1nc2scc(-c3ccccc3)c2c(=O)n1N=C1C=CC(=O)C=C1	-5.8
N[C@@H](Cc1c[nH]c2ccccc12)C(=O)O	-1.0
CC(C)CCNC(=O)C(c1ccco1)N(Cc1cccs1)C(=O)Cn1nnc2ccccc21 (stereo not given)	2.7
Cn1c(N=Nc2ccc(N3CCOCC3)cc2)[n+](C)c2ccccc21	-31*
COc1cccc2[nH]c3c(N4CC(C)CC(C)C4)ncnc3c12 (stereo not given)	-1.1
CCS(=O)(=O)C1=NN2C(=N)/C(=C\c3ccc(SCc4ccco4)o3)C(=O)N=C2S1	-16
Cc1ccc(CNC(=O)CNC(=S)N(Cc2ccccc2)Cc2ccccc2F)cc1	-0.1
CCc1cc(C(=O)N2CCCC(C(=O)c3ccc(C(F)(F)F)cc3)C2)n(C)n1 (stereo not given)	1.6
COc1cccc(NC(=O)Nc2ccc(C(C)(C)C)cc2)c1	-0.1
O=C(CN1C(=O)C2C3C=CC(C3)C2C1=O)OCC(=O)c1ccc(Cl)cc1 (stereo not given)	0.4
CCCCCc1c(C)nc(N2CCc3ccccc3C2)[nH]c1=O	-2.3
CCOC(=O)c1cnc(N2CCN(c3ccccc3)CC2)[nH]c1=O	-1.7
Cc1cccc(NC2CCCCC2NS(=O)(=O)c2ccccc2)c1 (stereo not given)	3.1
O=[N+]([O-])c1ncn(Cc2c(Cl)cccc2Cl)n1	-0.4
CC1OC(Oc2c(-c3cc(O)c(O)c(O)c3)oc3cc(O)cc(O)c3c2=O)C(O)C(O)C1O (stereo not given)	-48*
Cn1c(=S)[nH]c2scc(-c3cccs3)c2c1=O	-3.4
Cc1cccc(NC(=O)c2cc3c(n(-c4ccccc4)c2=O)CCCC3=O)n1	-0.1
Cc1c([N+](=O)[O-])c(C(=O)NC2CCCC2)nn1C	1.1
COCCNC(=O)CCCn1c(=O)c2ccccc2n(CC(=O)NCCC2=CCCCC2)c1=O	-1.9
CCOC(=O)c1c(NC(=O)N/N=C/c2ccccc2OCC)sc(C(C)=O)c1C	-3.4
CCCNS(=O)(=O)c1ccc(CCC(=O)Nc2cc(Cl)ccc2Oc2ccccc2)cc1	2.1
O=c1cc(-c2ccccc2)c2c([nH]1)CCCC2	0.7
CCOc1cc(/C=N/N=C2/NC(=O)C(CC(=O)O)S2)ccc1OS(=O)(=O)c1ccc(C)cc1 (stereo not given)	-3.8
COc1cccc(CN2CC(C(=O)NCc3ccc(C)o3)CCC2=O)c1 (stereo not given)	0.0
CC(=O)N1Cc2[nH]c3ccccc3c2CC1C(=O)O (stereo not given)	-3.2
CC(=O)NC(Cc1ccccc1C)C(=O)NC1CCN(C(=O)NCc2ccccc2)CC1 (stereo not given)	-1.6
CCOc1ccc(-n2ccn(CC(=O)NCCc3ccccc3)c(=O)c2=O)cc1	2.5
COc1nc(-c2ccccc2)nnc1-c1ccccc1	-1.3
CC(C)Cn1c(SC(C)C(=O)Nc2ccc3c(c2)OCCO3)nc2ccccc2c1=O (stereo not given)	1.9
COc1ccc(NC(=O)CSc2nnnn2C2CCCC2)c(OC)c1	2.5
O=[N+]([O-])c1ccccc1OCCCn1cnc2ccccc21	-1.1
C/C(=C/CCC(C)C1CCC2(C)C3CCC4C(C)(C)C(=O)CCC4(C)C3=CCC12C)C(=O)O (stereo not given)	3.6
COc1cccc(CNC(=O)C2CCC(=O)N(C3CC3)C2)c1OC (stereo not given)	0.4
CC1(C(=O)NCCCNc2ncc(C(F)(F)F)cc2Cl)C=CC2(CCCCC2)N1C(=O)c1ccccc1 (stereo not given)	-0.6
Cc1ccc(S(=O)(=O)N(C)CC(=O)N2CCC(C(N)=O)CC2)cc1	0.3
O=[N+]([O-])c1ccc(/C=C/C2=NN(c3ccccc3)C(c3ccco3)C2)o1 (stereo not given)	1.6
O=C(O)c1ccc(Nc2nc(-c3cc4ccccc4oc3=O)cs2)cc1O	-9.2
CCCC(=O)N1CCN(c2ccc(NC(=O)c3ccc([N+](=O)[O-])o3)cc2)CC1	-2.3
CN1C(=O)/C(=C\C(=O)c2cccs2)c2ccccc21	-1.2
Oc1ccc(/C=N/NC(=S)Nc2cccnc2)c(O)c1O	-43*
Cc1ccc2c(C)c(C(=O)N3CCCC(C(N)=O)C3)oc2c1C (stereo not given)	-1.7
CCn1cc(/C=C(\NC(=O)c2ccc(C)cc2)C(=O)NCCN2CCOCC2)c2ccccc21	-2.8
CCCCCCN(C(=O)CCCCCN1C(=O)NC(c2ccc(-c3ccccc3)cc2)C(C(=O)OCc2ccccc2)=C1C)C(C(=O)NCCCC)c1ccccc1 (stereo not given)	1.0
O=[N+]([O-])c1ccc(-c2ccc(/C=N/c3c(-c4ccco4)nc4ccccn34)o2)c(Cl)c1	1.0

Not a retest: entries from further up.
SMILES	MEX-5 binding
COc1cccc(N2CC(C(=O)NCc3n[nH]c(=O)c4ccccc34)CC2=O)c1 (stereo not given)	-2.0
COC(=O)c1sc(NC(=O)c2ccoc2C)nc1C	0.4
O=c1cc2c(=O)oc3cc(O)c(O)oc3c2c(O)c1O	-84*
COc1ccc(/C=N/NC(=O)c2cc3c(ccc4ccccc43)o2)c(OC)c1	1.2
O=C(c1ccc2c(c1)OCO2)[C@@H]1[C@@H]2C(=O)N(C3CCCCC3)C(=O)[C@@H]2C2c3ccccc3C=CN21 (stereo not given in full)	0.3

Not all compounds are listed. The share of hits here may be higher or lower than overall.
